Arrestin-AP2 inh = inhibitors of human beta-arrestin and AP2 interaction; FITC-arrestin peptide / GST-AP2 beads, flow cytometry; AP2 beta2 appendage carries R879A mutation; inhibition, % at 10 µM; AID 504490; actives 0.31% (n = 340,000);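 active means inhibition above a set limit, near 3 SD of compounds lacking own fluorescence, cut at about 54% in these data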;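 further: plate controls were DMSO wells for no effect and 5 µM unlabelled arrestin peptide for full effect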
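System: GST-tagged AP2 beta2-adaptin appendage (R879A) on 4 µm glutathione beads / Reagent: FITC-arrestin peptide, 50 nM / Detection: HyperCyt-sampled flow cytometry, FL1 channel, ex 488/em 535 nm / Timing: 12 min plus 1 h, RT / Buffer or medium: PBS plus Tween 20 (0.05%) and BSA (0.1%)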
Cardiac RTF inh = cardiac RTF calcium desensitization; P19429+P45379; IANBD-labeled cardiac RTF, Ca2+ fluorescence; inhibition, % at 7.15 µM; actives 0.12% (n = 340,000); AID 493244;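 active means inhibition above the mean inhibition of all tested compounds plus 3 SD, cut at about 17% in these data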;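 further: assay run at fixed EC70 calcium of 1.6 mM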
Keap1 Nrf2 FP = Keap1-Nrf2 (human) interaction inhibition. Q14145. Keap1 Kelch-Nrf2 peptide fluorescence polarization, 1536-well. inhibition, % at 9.4 µM. actives 0.15% (n = 340,000). AID 504523; in the data active means inhibition above about 12%;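 further: human Keap1 Kelch domain with fluorescein labeled Nrf2 9mer peptide probe; 0% = neutral control wells and 100% = peptide positive control; higher means more block of Keap1 binding to Nrf2 peptide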
Target sequence (Q14145 whole entry, looked up, the tested form may be a part): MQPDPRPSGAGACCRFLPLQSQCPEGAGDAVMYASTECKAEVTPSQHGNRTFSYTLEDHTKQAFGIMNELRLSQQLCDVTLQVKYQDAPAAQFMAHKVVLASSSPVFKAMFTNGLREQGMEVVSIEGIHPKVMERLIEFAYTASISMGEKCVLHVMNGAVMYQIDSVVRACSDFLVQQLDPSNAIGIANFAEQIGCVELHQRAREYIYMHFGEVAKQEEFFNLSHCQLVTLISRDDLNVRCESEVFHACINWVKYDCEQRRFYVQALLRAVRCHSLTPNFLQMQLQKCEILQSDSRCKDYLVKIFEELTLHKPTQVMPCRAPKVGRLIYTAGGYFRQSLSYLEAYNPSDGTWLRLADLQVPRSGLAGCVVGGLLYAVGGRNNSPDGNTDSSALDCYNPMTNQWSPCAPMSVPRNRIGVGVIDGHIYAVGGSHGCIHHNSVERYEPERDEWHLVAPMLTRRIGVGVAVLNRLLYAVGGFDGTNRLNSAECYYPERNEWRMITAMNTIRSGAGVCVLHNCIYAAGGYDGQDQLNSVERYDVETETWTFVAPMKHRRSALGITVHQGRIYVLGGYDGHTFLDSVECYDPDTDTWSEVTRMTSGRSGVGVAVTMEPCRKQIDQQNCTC
OPRM1-OPRD1 inv = inverse agonist of human OPRM1-OPRD1 heterodimerization | P35372+P41143 | cell-based MOR-DOR heterodimer luminescence, inverse agonism | inhibition, % at 9.3 µM | actives 0.21% (n = 340,000) | AID 504357; in the data active means inhibition above about 22%, passing the limit was not always enough;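 further: 0% = cells with DMSO and 100% = wells without cells with DMSO; values of inactives mirror those of a sister screen read the other way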
MOR-DOR ag = agonists of human mu-delta opioid receptor heterodimerization; P35372+P41143; cells, OPRM1-OPRD1 heterodimerization, luminescence; activation, % at 9.3 µM; actives 0.3% (n = 340,000); AID 504326; in the data active means activation above about 18%;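 further: 0% = vehicle-treated cells and 100% = reference agonist; values of inactives mirror those of a sister screen read the other way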
DSG3 Ab inh = inhibitors of pemphigus antibody binding to human desmoglein-3 | AID 588358 | binding (percent of control), % at 10 µM | DSG3-coupled beads, scFv-anti-DSG3-GFP binding, flow cytometry; hits give low values | actives 0.48% (n = 310,000) | P32926;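 active means binding more than 3 SD below its plate's average and above zero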;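 further: hits lower antibody fragment binding to DSG3; some compounds called inactive have numbers as strong as hits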
C-LANA FP = inhibitors of KSHV LANA C-terminal domain DNA binding; actives 0.078% (n = 340,000); AID 504423; MBP-C-LANA/FAM-LBS DNA binding, fluorescence polarization; inhibition, % at 9 µM;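 active means highest replicate inhibition at or above 60% at 9 µM, even if other replicates fall short; inactive means all replicates below 60% inhibition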;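 further: 0% = neutral control wells and 100% = 4 µM acridine orange control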
Wnt bcat act = activators of Wnt/beta-catenin signaling; activation, % at 9.35 µM; AID 743398; Wnt/beta-catenin reporter cell assay, activator, plate reader; actives 1.2% (n = 300,000); in the data active means activation above about 30%, passing the limit was not always enough;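 further: 0% = neutral control wells and 100% = positive control wells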
V-ATPase pH = alters yeast V-ATPase proton transport; actives 0.37% (n = 350,000); AID 504577; response, % at 10 µM; S. cerevisiae, pHLuorin cytosolic pH fluorescence; in the data active means response mostly above about 7.3%, no sharp cut-off; inactive means mostly below about 5.4%; further: actives read high; inactives centre near 0; some compounds called inactive have numbers as strong as hits; reference of the scale not given here
cardiac RTF act = increases calcium sensitivity of human cardiac regulated thin filaments; IANBD-labeled TnC RTF fluorescence at EC20 calcium; 0% EC20 calcium, 100% full calcium; actives 0.24% (n = 340,000); AID 493008; activation, % at 7.2 µM; P19429+P45379;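 active means activation above the mean over all tested compounds plus 3 SD, cut at about 30% in these data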;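 further: rise in fluorescence read as greater calcium sensitivity of cardiac thin filaments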
* hit, by the source's call; · = no result given.

Values run as follows: DSG3 Ab inh	MOR-DOR ag	C-LANA FP	Cardiac RTF inh	Keap1 Nrf2 FP	OPRM1-OPRD1 inv	cardiac RTF act	V-ATPase pH	Arrestin-AP2 inh	Wnt bcat act
COc1ccc(N(C(=O)Cn2nnc(-c3ccc(F)cc3)n2)C(C)C(=O)NC2CCCC2)cc1OC (centres undefined)
 : 95	-1.4	0.3	-33	0	9	2	2	19	-6
COc1ccc(N(CC(=O)NCCSCc2ccco2)S(=O)(=O)c2ccccc2)cc1Cl
 : 97	2.2	0.2	-17	-9	-15	-3	-4	10	0
Cc1cc(C(=O)Nc2nnc(C(F)(F)F)s2)no1
 : 94	-1.5	-0.6	-3	-2	8	1	-1	8	3
COc1ccc(N2CCN(C(=O)c3cccc(Cn4cc(Cl)cn4)c3)CC2)cc1
 : 26*	-0.6	1.5	-8	-2	4	-18	3	15	·
Cc1cc(C)cc(NC(=O)CSc2nnc(-c3ccccc3C)o2)c1
 : 96	5.2	-0.3	-1	-3	-26	-4	-2	10	·
Cc1cccc(NC(=O)CSCC(=O)Nc2ccc(S(=O)(=O)N3CCOCC3)cc2)c1
 : 104	0.7	-0.1	-14	0	-4	-2	6	-1	-5
CCOC(=O)c1ccc(Nc2cc(C)nc(-c3ccccc3O)n2)cc1
 : 100	2.0	-0.6	-5	-1	-12	2	2	5	·
Cc1cc(-c2nc3ncccc3o2)ccc1NC(=O)c1ccc([N+](=O)[O-])o1
 : 100	-3.1	0.2	-1	-1	16	-5	0	9	0
COc1cc(C(=O)OCC(=O)Nc2c(F)cccc2F)cc(OC)c1C
 : 102	-2.7	-0.8	-14	-7	14	5	-1	-3	-1
O=C(c1cccc(-n2cnnn2)c1)N1CCOCC1
 : 87	0.0	0.4	-1	-4	0	-4	4	5	0
CCOc1ccccc1/C=C(/NC(=O)c1ccccc1)C(=O)NC(C)c1ccccc1 (centres undefined)
 : 96	-2.6	0.5	-2	2	14	-3	0	4	5
COc1ccccc1CNc1ncnc2cc(Cl)ccc12
 : 100	-0.5	-0.5	4	-4	3	2	4	-5	-2
CCc1sc(C(=O)NCc2ccco2)cc1Br
 : 94	-1.2	-0.4	-1	0	5	-6	-1	47	4
O=C(NC1CCCCC1)c1ccc(S(=O)(=O)NCc2cccnc2)cc1
 : 104	0.5	-0.3	-5	1	-3	-1	4	32	-2
N#Cc1c(NC(=O)CSc2nnc(-c3ccccc3O)n2-c2ccccc2)sc2c1CCCC2
 : ·	-3.9	0.6	7	1	16	3	4	-5	0
COc1ccc(C2C(=O)c3ccccc3C2=O)cc1
 : ·	-1.9	-0.4	3	-5	11	-3	-3	5	-1
CCOC(=O)c1cnn2c(C(F)(F)F)cc(-c3ccccc3)nc12
 : 99	2.2	-0.8	3	1	-13	3	1	-3	-4
COC(=O)COc1cccc(NC(=O)c2cc(OC)cc(OC)c2)c1
 : 104	-1.6	1.0	0	-5	8	2	-1	-11	0
COCCn1c(SCC(=O)N(C)C2CCS(=O)(=O)C2)nc2ccccc2c1=O (centres undefined)
 : 104	-2.6	-5.1	-4	-4	12	9	-5	2	-1
Nn1c(SCC(=O)N2CCN(S(=O)(=O)c3ccc(Cl)cc3)CC2)nnc1-c1cccs1
 : 106	-2.1	-1.3	-1	-1	12	7	-1	3	·
COc1ccccc1NC(=O)CSc1nnnn1-c1ccc(C)cc1
 : 105	-1.7	-2.0	2	2	10	-2	0	2	·
COc1ccc(-c2oc(=O)c3cc(OC)c(OC)cc3c2C(F)(F)F)cc1
 : 99	-1.2	-2.1	-14	4	6	-4	-1	-7	1
CCn1cc(CN2CCC(n3nccc3NC(=O)CCc3ccccc3)CC2)cn1
 : 122	31*	-1.1	-11	-6	-176	-2	-1	5	-1
Cc1nn(-c2ccccc2)c2nc(N)c(C(N)=O)cc12
 : 96	-2.5	-0.6	-7	2	11	-3	-1	-4	14
CCN(CC(=O)Nc1ccccc1C(F)(F)F)C(=O)C1CC(=O)N(Cc2ccccc2)C1 (centres undefined)
 : 105	-0.6	1.0	-38	2	3	6	-1	-7	0
CC(=O)NCCc1nc2cc(NC(=O)c3ccc([N+](=O)[O-])cc3)ccc2n1C
 : 115	0.9	2.2	6	1	-4	-4	2	0	9
CS(=O)(=O)N(CC(=O)NCCc1ccccc1)c1cccc([N+](=O)[O-])c1
 : 96	-3.1	1.3	-1	1	16	2	-2	38	1
Cc1ccc2oc(C(=O)N(C)CCC(O)c3ccccc3)c(C)c2c1 (centres undefined)
 : 110	-0.8	1.7	3	1	5	-6	1	4	0
Cn1nc(C(=O)NCc2ccccc2Cl)c2c1-c1ccccc1S(=O)(=O)C2
 : 103	-0.5	-0.8	-4	-1	3	0	1	9	3
CCn1c(=O)c(C(=O)CN2CC(C)OC(C)C2)c(N)n(Cc2ccccc2)c1=O (centres undefined)
 : 102	-1.1	-0.3	0	-3	5	-1	4	-1	-1
CC1CCCCN1C(=O)COC(=O)c1n[nH]c2ccccc12 (centres undefined)
 : 99	-1.6	-1.9	-1	1	9	-2	-2	15	·
O=C(NCc1n[nH]c(=S)n1-c1ccc(F)cc1)c1ccco1
 : 84	-0.9	-0.5	-18	2	5	7	7	2	-6
CC(NC(=O)Nc1ccccc1)C(c1cccs1)N1CCN(C)CC1 (centres undefined)
 : 116	-0.9	-2.9	-5	-5	5	3	-1	1	2
CC(=O)[C@@H]1[C@@H](C(=O)c2ccccc2)[C@]2(C(=O)Nc3ccccc32)[C@H]2C=Cc3cc(F)ccc3N12
 : 109	-2.5	1.6	-11	2	13	4	0	2	-1
O=C(N/C(=C\c1ccccc1)C(=O)N1CCCCC1)c1ccco1
 : 111	-0.3	-2.3	-6	-5	2	5	3	-8	1
CCOC(=O)C1CCN(Cc2c(F)cccc2Cl)CC1
 : 98	-1.0	0.4	0	7	5	0	-3	9	1
CC(=O)c1cccc(NC(=O)CNC(=O)Cc2cccc3ccccc23)c1
 : 134	-2.1	-1.3	-5	-1	10	2	-1	10	-1
Cc1cccc(-c2nc(NCCCN(C)C)c3ccccc3n2)c1
 : 108	0.4	-2.4	-6	-1	-2	7	4	5	8
CCn1cc(C2CC(=O)NC2=O)c2ccccc21 (centres undefined)
 : 89	-0.6	0.0	-7	-3	3	1	0	2	0
CCC(C)n1c(SCC(=O)Nc2ccccc2C(F)(F)F)nc2ccsc2c1=O (centres undefined)
 : 109	3.6	0.3	-6	-6	-16	0	-1	8	-4
CC1CC(=O)C2=C(C1)Nc1ccccc1N(C(=O)COc1ccccc1)C2c1ccco1 (centres undefined)
 : ·	-0.7	1.6	-22	-7	4	-5	-3	12	-6
COc1ccc(NC(=O)Cn2nnc(C(=O)NCc3cccc(OC)c3)c2N)cc1
 : 99	-2.5	-2.7	0	-2	14	10	8	5	·
CC1(C)CC(=O)C2=C(C1)NC(=O)NC2c1ccc(Cl)cc1 (centres undefined)
 : 120	-2.1	0.1	-1	2	11	-7	-1	-9	-2
CCOc1ccc2nc(NC(=O)Cn3[nH]c(=O)c4ccccc4c3=O)sc2c1
 : 98	-0.8	2.0	-10	-2	4	2	6	10	23
CCN(CC)c1ccc(C2C3CCCCC3(O)CCN2C(=O)c2cccs2)cc1 (centres undefined)
 : 102	-0.2	0.5	-2	-2	1	1	1	24	·
COc1ccc(-n2nc3c(c2NC(C)=O)CS(=O)(=O)C3)cc1
 : 96	-1.2	-1.3	-3	2	6	1	-3	34	-1
O=S(=O)(c1ccccc1)c1cnc2ccccc2c1
 : 102	-2.8	0.1	-9	4	16	8	-2	-2	-4
CCOc1ccc(C(=S)N2CCCC2)cc1OC
 : 101	0.0	3.1	9	4	0	0	-2	47	-2
CCn1cc(CN2CCN(Cc3cccc(OC)c3)C(CCO)C2)c(C)n1 (centres undefined)
 : 102	-0.1	-2.4	-13	0	0	-3	-2	4	-2
O=C1c2cccnc2C(O)N1Cc1ccc(F)cc1 (centres undefined)
 : 101	-3.6	1.5	2	0	19	-5	-2	5	·
CN(Cc1ccccc1)C(=O)COC(=O)COc1ccc(Cl)cc1
 : ·	-3.1	-1.9	6	-3	15	2	-7	15	-24
COc1ccc(NS(=O)(=O)c2ccc(NC(=O)CCNS(=O)(=O)c3ccc(C)cc3)cc2)cc1
 : 114	-1.5	-1.2	2	-5	8	6	2	4	6
COc1ccc(N2C(=O)c3cccc4cc(Br)cc(c34)C2=O)cc1
 : 71	-1.7	-0.1	-8	-4	11	2	0	5	0
CC(C)(C)c1ccc(O)c(/C=N\O)c1
 : ·	2.7	1.6	2	3	-15	-2	1	-4	15
CCNc1nc(N)c(C(=O)c2ccc(Cl)s2)s1
 : 102	-2.1	0.2	-15	-1	12	3	1	7	58*

Taken from the listing, twelve compounds:
Values run as follows: DSG3 Ab inh	MOR-DOR ag	C-LANA FP	Cardiac RTF inh	Keap1 Nrf2 FP	OPRM1-OPRD1 inv	cardiac RTF act	V-ATPase pH	Arrestin-AP2 inh	Wnt bcat act
CC1CC(=O)C2=C(C1)Nc1ccccc1N(C(=O)COc1ccccc1)C2c1ccco1 (centres undefined)
 : ·	-0.7	1.6	-22	-7	4	-5	-3	12	-6
COc1ccc(NC(=O)Cn2nnc(C(=O)NCc3cccc(OC)c3)c2N)cc1
 : 99	-2.5	-2.7	0	-2	14	10	8	5	·
CC1(C)CC(=O)C2=C(C1)NC(=O)NC2c1ccc(Cl)cc1 (centres undefined)
 : 120	-2.1	0.1	-1	2	11	-7	-1	-9	-2
CCOc1ccc2nc(NC(=O)Cn3[nH]c(=O)c4ccccc4c3=O)sc2c1
 : 98	-0.8	2.0	-10	-2	4	2	6	10	23
CCN(CC)c1ccc(C2C3CCCCC3(O)CCN2C(=O)c2cccs2)cc1 (centres undefined)
 : 102	-0.2	0.5	-2	-2	1	1	1	24	·
COc1ccc(-n2nc3c(c2NC(C)=O)CS(=O)(=O)C3)cc1
 : 96	-1.2	-1.3	-3	2	6	1	-3	34	-1
O=S(=O)(c1ccccc1)c1cnc2ccccc2c1
 : 102	-2.8	0.1	-9	4	16	8	-2	-2	-4
CCOc1ccc(C(=S)N2CCCC2)cc1OC
 : 101	0.0	3.1	9	4	0	0	-2	47	-2
CCn1cc(CN2CCN(Cc3cccc(OC)c3)C(CCO)C2)c(C)n1 (centres undefined)
 : 102	-0.1	-2.4	-13	0	0	-3	-2	4	-2
O=C1c2cccnc2C(O)N1Cc1ccc(F)cc1 (centres undefined)
 : 101	-3.6	1.5	2	0	19	-5	-2	5	·
CN(Cc1ccccc1)C(=O)COC(=O)COc1ccc(Cl)cc1
 : ·	-3.1	-1.9	6	-3	15	2	-7	15	-24
COc1ccc(NS(=O)(=O)c2ccc(NC(=O)CCNS(=O)(=O)c3ccc(C)cc3)cc2)cc1
 : 114	-1.5	-1.2	2	-5	8	6	2	4	6

Screening results from PubChem.
